Screening results from PubChem BioAssay.
Cl transport mod: KCC2 cotransporter modulators, thallium flux, primary screen, cell-based, HEK293 KCC2, FluoZin-2 fluorescence, MLSMR. B-score of Tl+ flux slope (higher = more flux/activation; lower = inhibition) at 10 µM. 190,000 tested, 2.2% active. KCC2 cells, thallium flux FluoZin-2 fluorescence;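 active means thallium flux slope and its plate-corrected score both differing from the plate sample mean at a set confidence after two filtering rounds, in either direction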;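 further: slope of fluorescence scaled to starting intensity during 10 to 20 s after thallium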
Furin inhibitor: human furin inhibitors, primary screen, biochemical, fluorescence intensity; P09958; purified furin, fluorogenic substrate cleavage; inhibition, % at 30 µM; 220,000 tested, 0.061% active; AID 463115, 2010; in the data active means inhibition above about 25%; further: inactives centre near -15
EBV gp42 block: Epstein-Barr virus gp42 inhibitors, primary screen, biochemical, uHTS, fluorescence polarization. inhibition, % (tested at 21.74 µM). Glycoprotein 42 (Epstein-Barr virus (strain AG876)), Q1HVG2. Fluorescence polarization binding assay, mP read-out. AID 1085, 2008. 220,000 tested, 0.42% active; in the data active means inhibition above about 50%
Target sequence (Q1HVG2 whole entry, looked up): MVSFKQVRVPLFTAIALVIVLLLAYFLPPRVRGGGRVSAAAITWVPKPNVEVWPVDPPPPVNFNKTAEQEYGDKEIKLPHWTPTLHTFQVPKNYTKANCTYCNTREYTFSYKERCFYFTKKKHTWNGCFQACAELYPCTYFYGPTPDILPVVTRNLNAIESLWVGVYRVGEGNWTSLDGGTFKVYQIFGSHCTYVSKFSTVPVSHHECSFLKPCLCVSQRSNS
TbHK1 inh: Trypanosoma brucei hexokinase 1 inhibitors, primary screen, biochemical, G6PDH-coupled NADH absorbance, MLSCN library; inhibition, % at 10 µM; recombinant TbHK1, G6PDH-coupled NADH A340; 220,000 tested, 0.11% active; AID 1430, 2008; hexokinase 1 [Trypanosoma brucei];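 active means inhibition of 50% or more in the single-dose primary screen; inactive means inhibition below 50%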
PPC-1+TRAIL kill: compounds killing PPC-1 cancer cells with TRAIL present, primary screen, TRAIL potentiator project, ATPLite luminescence, uHTS; PPC-1 cells + TRAIL, ATPLite viability luminescence; cell killing (% activity), % at 4 µM; 220,000 tested, 0.41% active;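 active means cell killing above 50% in the first pass at 4 µM, then a duplicate retest at 5 µM averaging 50% or more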;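 further: plate controls were cells with TRAIL plus DMSO for no effect and medium-only wells lacking cells for full effect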
TRPML3 ag: human TRPML3 channel agonists, primary screen, cell-based, HEK293 TRPML3-YFP, Fluo-8 calcium fluorescence, 3 µM | Mucolipin-3 (Homo sapiens), Q8TDD5 | 100% = the carbachol control signal | activation, % at 3 µM | 220,000 tested, 0.29% active | AID 1448, 2008;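 active means activation above its plate's cutoff, the mean activation of the plate's test wells plus 3 SD, cut at about 12% in these data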;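 further: 0% = DMSO only wells and 100% = carbachol wells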
Target sequence (Q8TDD5 whole entry, looked up): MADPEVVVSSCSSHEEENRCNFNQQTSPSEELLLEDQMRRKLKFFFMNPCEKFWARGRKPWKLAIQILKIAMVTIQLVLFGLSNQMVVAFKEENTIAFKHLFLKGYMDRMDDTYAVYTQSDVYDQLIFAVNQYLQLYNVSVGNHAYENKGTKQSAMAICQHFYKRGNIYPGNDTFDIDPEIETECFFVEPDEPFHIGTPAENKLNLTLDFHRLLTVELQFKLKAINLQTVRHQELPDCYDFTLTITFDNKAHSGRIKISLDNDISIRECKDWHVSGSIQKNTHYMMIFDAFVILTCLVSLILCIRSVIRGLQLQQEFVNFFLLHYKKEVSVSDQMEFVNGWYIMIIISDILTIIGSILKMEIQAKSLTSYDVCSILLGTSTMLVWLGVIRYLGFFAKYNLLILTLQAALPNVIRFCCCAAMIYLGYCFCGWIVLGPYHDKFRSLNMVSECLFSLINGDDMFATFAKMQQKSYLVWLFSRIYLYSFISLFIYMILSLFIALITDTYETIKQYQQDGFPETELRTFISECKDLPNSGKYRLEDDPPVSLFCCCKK
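Material: TRPML3-YFP stable HEK293 cells | Dosing: One concentration, 3 µM nominal, 0.3% DMSO | Timing: 125 s total fluorescence read per well | Technique: Fluo-8 calcium dye fluorescence, ex 470-495, em 515-575 nm | Measure: Percent activation from peak-to-basal fluorescence ratio, scaled between DMSO and carbachol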
zfTRPN1 agonist: zebrafish TRPN1 channel agonists, primary screen, cell-based, HEK293, calcium fluorescence. transient receptor potential cation channel N1 (TRPN1/NompC), Danio rerio. AID 1424, 2008. HEK293 zebrafish TRPN1-YFP, Fluo-8 calcium fluorescence; 100% = response to 87 µM carbachol. activation, % at 3 µM. 220,000 tested, 0.18% active;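 active means activation above its plate's cutoff, the mean activation of test wells on that plate plus 3 SD, cut at about 19% in these data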;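 further: 0% = DMSO alone and 100% = 87 µM carbachol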
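Control set: carbachol 87 µM as high control, DMSO as low control; system: HEK293 stable line with zebrafish TRPN1-YFP; read-out: % activation versus carbachol response; detection: intracellular calcium fluorescence with Fluo-8; doses: single test compound dose, 3 µM nominal, 0.3% DMSO; schedule: dye 1 h 37 °C plus 30 min RT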
Thrombin inh: human alpha-thrombin inhibitors, primary screen, counter-screen for coagulation protease inhibitor project, biochemical, 1536-well, fluorogenic AMC substrate | AID 1046, 2008 | Prothrombin (Homo sapiens), P00734 | 220,000 tested, 0.26% active | Boc-VPR-AMC fluorogenic substrate cleavage | inhibition, % at 5 µM;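 active means inhibition at or above 40%; inactive means inhibition below 40%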;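 further: 0% = enzyme with no compound and 100% = wells without enzyme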
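Material: human alpha-thrombin protein. Incubation: reaction at ambient temperature. Technique: fluorescence of released AMC, ex 355 nm, em 460 nm. Control set: no-compound enzyme wells and no-enzyme blanks. Also added: Boc-VPR-AMC substrate, 15 µM final. Buffer or medium: pH 7.5 Tris (50 mM) with NaCl 150 mM, Tween 20 0.05%.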
Calpain2 inh: inhibitors of pig calpain II, primary screen, biochemical, fluorogenic peptide substrate, 1536-well; purified calpain II, 30 min; inhibition, % at 16 µM; 220,000 tested, 0.37% active; AID 1236, 2008;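 active means inhibition above about 50%, limit read from the data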
* marks the source's active call; other numbers are inactive results; nt = not tested or not shown; [ ] = dose if it differs, or a comment.

#	Compound	Cl transport mod	Furin inhibitor	EBV gp42 block	TbHK1 inh	PPC-1+TRAIL kill
1	CCOC(=O)C1=C(C)C(c2ccc(OC)cc2)NC(=O)N1 (stereo not drawn)	-0.16	-21	-3	-5	-4
2	CC1(C)C([N+](=O)[O-])C(c2ccc(Cl)cc2)NC(c2ccc(Cl)cc2)C1[N+](=O)[O-] (stereo not drawn)	0.21	-13	-17	4	5
3	COc1ccc(NC(=S)N(CCN(C)C)C(C)c2ccco2)cc1Cl (stereo not drawn)	0.01	-13	-5	13	-2
4	OCCN1CCN(c2nc(N3CCCCC3)nc(N3CCCCC3)n2)CC1	0.58	-32	2	1	8
5	Cc1noc(NC(=O)c2ccc(F)cc2)c1C#N	-0.8	-20[20 µM]	-17	-4	12
6	CCCCOC1CC(c2ccc(OCc3ccc(OC)cc3)c(OC)c2)N(C)O1 (stereo not drawn)	-0.15	-21	-17	1	4
7	COc1ccc(Nc2nc(-c3c(C)nc4ncccn34)cs2)cc1	-2.1	-11	-2	-2	nt
8	Cc1ccc(S(=O)(=O)N2CCOCC2)cc1C(=O)Nc1ccc(-c2cn3ccsc3n2)cc1	-0.19	-25	-22	-8	6
9	CCn1cc(-c2cc(C(F)(F)F)n3nc(C(=O)O)cc3n2)c(C)n1	0.74	-20	-23	-7	2
10	O=C(OCc1ccccc1)N1CCCC1/C=C/CN1CCOCC1 (stereo not drawn)	0.38	-15	-9	-3	7

#	TRPML3 ag	zfTRPN1 agonist	Thrombin inh	Calpain2 inh
1	0.3	0.8	3	-28
2	0.5	1.8	-10	-21
3	1.8	0.5	-3	0
4	0.8	1.8	-3	9
5	0.8	1.3	0	-9
6	0.7	0.7	-7	17
7	-1.1	-0.1	-9	12
8	1.0	1.6	-1	-62
9	-0.1	0.5	-2	-97
10	-1.5	-0.5	0	-4

Four records picked at random from the list so far:
#	Compound	Cl transport mod	Furin inhibitor	EBV gp42 block	TbHK1 inh	PPC-1+TRAIL kill
5	Cc1noc(NC(=O)c2ccc(F)cc2)c1C#N	-0.8	-20[20 µM]	-17	-4	12
7	COc1ccc(Nc2nc(-c3c(C)nc4ncccn34)cs2)cc1	-2.1	-11	-2	-2	nt
8	Cc1ccc(S(=O)(=O)N2CCOCC2)cc1C(=O)Nc1ccc(-c2cn3ccsc3n2)cc1	-0.19	-25	-22	-8	6
2	CC1(C)C([N+](=O)[O-])C(c2ccc(Cl)cc2)NC(c2ccc(Cl)cc2)C1[N+](=O)[O-] (stereo not drawn)	0.21	-13	-17	4	5

#	TRPML3 ag	zfTRPN1 agonist	Thrombin inh	Calpain2 inh
5	0.8	1.3	0	-9
7	-1.1	-0.1	-9	12
8	1.0	1.6	-1	-62
2	0.5	1.8	-10	-21

(list continues)
#	Compound	Cl transport mod	Furin inhibitor	EBV gp42 block	TbHK1 inh	PPC-1+TRAIL kill
11	CCOc1ccc2nc(SCc3ccc(F)cc3)sc2c1	0.67	-13	0	25	16
12	Cn1c(=O)n(C/C=C/c2ccccc2)c(=O)c2c1nc1n2CCCN1c1ccc(F)cc1	-2.5	-8	-17	-10	29
13	O=C(CN1CCCC1)Nc1ccccc1Cl	nt	-18[20 µM]	-4	-3	-19
14	O=C(CS(=O)c1ccc(F)cc1)Nc1ccccc1Cl (stereo not drawn)	0.28	-22	9	-3	25
15	Cc1cccc2cc(CN(Cc3cccs3)S(=O)(=O)c3ccc4c(c3)OCCO4)c(=O)[nH]c12	-0.58	-19	-9	-4	11
16	CC(C)(C)c1ccc(C(=O)C2CCCN(C(=O)CN3CCCC3=O)C2)cc1 (stereo not drawn)	0.061	-10	-1	-5	0
17	O=C(Nc1ccc(Cl)cc1)Nc1nc(-c2sccc2Br)cs1	nt	-23[20 µM]	7	-5	15
18	OCCC1CN(Cc2cccc3nonc23)CCN1C1CCCCC1 (stereo not drawn)	-0.0025	-32	-9	-14	0
19	Cc1onc(-c2ccccc2Cl)c1C(=O)N1CCc2ccccc2C1	-0.53	-15[20 µM]	-12	-2	-5
20	Nn1c(C2CCCCC2)nc2ccccc2c1=O	0.86	-8	-2	-2	3

#	TRPML3 ag	zfTRPN1 agonist	Thrombin inh	Calpain2 inh
11	-0.1	1.2	-12	24
12	0.9	0.0	-2	2
13	1.5	-0.3	5	-5
14	0.3	0.6	-2	-24
15	0.6	1.5	-2	-14
16	0.4	0.3	0	-12
17	0.1	3.7	-4	14
18	0.4	0.2	-5	-3
19	0.4	-0.7	4	10
20	-0.2	0.7	23	2

(listing goes on)
#	Compound	Cl transport mod	Furin inhibitor	EBV gp42 block	TbHK1 inh	PPC-1+TRAIL kill
21	COCCNC(=S)NNC(=O)c1ccc(-n2cnnn2)cc1	-0.6	-22	6	-9	7
22	CCSc1nnc(-c2ccncc2)o1	0.25	-13[20 µM]	-9	-4	12
23	CCOc1ccc(-c2nnc3ccc(SC(C)C)nn23)cc1	-1.1	-21	-8	0	-5
24	Cc1cc(C)c(S(=O)(=O)Nc2cccc3nsnc23)c(C)c1	23*	7	-12	1	-1
25	COc1cc2cc3c(N)c(C(=O)Nc4sc(C)c(C)c4C#N)sc3nc2cc1OC	-0.041	7[20 µM]	4	-27	9
26	CCNC(=O)CN(c1ccccc1)S(=O)(=O)c1ccc(Cl)cc1	nt	-8[20 µM]	2	-4	-4[5 µM]
27	CCC(=O)NNc1cc(=O)c2c(=O)n(C)c(=O)n(C)c2[nH]1	1.3	-10[20 µM]	-10	-2	0
28	COc1cc(CNc2ccc(O)cc2)cc(Br)c1OCc1ccccc1F	0.11	-13	7	-5	11
29	O=C(COC(=O)c1ccccc1NS(=O)(=O)c1ccc(Cl)cc1)NCc1ccccc1	-1	-18	-7	-4	21
30	Cc1nc2c3ccccc3n(CC#N)c(=O)n2n1	nt	-37	21	-6	-6

#	TRPML3 ag	zfTRPN1 agonist	Thrombin inh	Calpain2 inh
21	1.3	0.8	0	-9
22	0.0	0.3	-1	3
23	-0.8	-2.6	1	-4
24	0.9	2.6	3	16
25	-0.3	-0.3	0	-200
26	0.8	-0.1	-4	-25
27	-0.6	-2.1	-3	-4
28	-0.5	-0.5	-5	35
29	0.4	2.8	0	23
30	0.3	0.9	-6	3

Next compounds
#	Compound	Cl transport mod	Furin inhibitor	EBV gp42 block	TbHK1 inh	PPC-1+TRAIL kill
31	O=C(NNC(=O)c1cccnc1SCc1cccc([N+](=O)[O-])c1)c1ccccn1	6.9*	-25	0	8	9
32	O=C(NCc1ccco1)/C(=C\c1cccs1)NC(=O)c1ccccc1	nt	-19	-8	-12	10
33	CCOc1ccc(-c2nc(N)ncc2Oc2ccccc2Br)c(O)c1	0.016	-14[20 µM]	0	-20	28
34	COC(=O)c1ccccc1NC(=O)Cn1c(SC)c(F)cnc1=O	nt	0[20 µM]	-35	-9	31
35	COc1ccc(N(C(=O)COc2cccc(C)c2)S(=O)(=O)c2ccc(C)cc2)cc1	0.48	-10	-15	33	-3
36	CC(C(=O)NCCc1nc2ccccc2[nH]1)n1cc([N+](=O)[O-])cn1 (stereo not drawn)	-0.58	-14	-2	-3	1
37	O=C(NCCN1CCOCC1)c1sc2ccccc2c1Cl	-0.11	-21	-5	2	4
38	Cc1ccnc(NS(=O)(=O)c2ccc(NC(=O)/C=C/c3cccs3)cc2)n1	-1.5	5	-1	-34	9
39	CC(C)NC(=O)CN1C(=O)NC(CCc2ccccc2)C1=O (stereo not drawn)	0.27	-3[20 µM]	-8	2	19
40	CCOC(=O)C1C(=O)OC(C)(C)C1C(C)C(=O)c1ccc(C)cc1C (stereo not drawn)	-0.24	-24	-10	-6	11

#	TRPML3 ag	zfTRPN1 agonist	Thrombin inh	Calpain2 inh
31	0.8	1.1	-3	-53
32	0.3	1.0	1	-10
33	-0.1	-1.0	-4	0
34	0.6	-0.7	-1	-13
35	0.5	-0.7	-6	-4
36	0.7	-1.0	-6	6
37	1.6	0.6	-10	6
38	-0.2	0.6	14	28
39	-0.2	0.6	-1	-18
40	0.7	0.8	-9	-10

The list goes on:
#	Compound	Cl transport mod	Furin inhibitor	EBV gp42 block	TbHK1 inh	PPC-1+TRAIL kill
41	CCCCNC(=O)c1ccc(NC(=O)C2CCCO2)cc1 (stereo not drawn)	0.34	-12	-13	-2	3
42	COc1cccc2c1nc(C)c1cc(C)oc12	0.26	-35	-11	0	24
43	Cn1c(=O)cc(OCCCC(=O)N2CCCCC2)c2ccccc21	-0.84	-10[20 µM]	-5	-6	14
44	O=C(Nc1ccc(Cl)c(Cl)c1)N(Cc1cccnc1)Cc1ccco1	nt	-14	13	2	9
45	C=CCC(CC=C)(C(N)=O)c1ccccc1	0.98	-30	-7	-7	9
46	Cc1cc(C)c2[nH]c(=O)c(CN(Cc3ccc4c(c3)OCO4)Cc3nnnn3C3CCCC3)cc2c1	-0.088	-16	-5	-12	17
47	O=C(C1CCCCC1)N1CC(=O)N2CCc3ccccc3C2C1 (stereo not drawn)	-1.8	-16	-4	3	18
48	CCOC(=O)C1=C(C)Nc2nc(SCC)[nH]c(=O)c2C1c1ccncc1 (stereo not drawn)	nt	-21	-15	-8	7
49	N#Cc1c(OCC(=O)c2ccccc2)nc2c(c1-c1ccco1)CCc1ccccc1-2	1.3	-18[20 µM]	-24	-19	-5
50	COC(=O)c1ccc2c(c1)S(=O)(=O)NC(=NCc1ccco1)S2	0.17	-8	-16	6	3

#	TRPML3 ag	zfTRPN1 agonist	Thrombin inh	Calpain2 inh
41	1.0	1.1	15	15
42	-0.6	-0.7	-4	-88
43	-0.1	0.9	14	11
44	-0.2	-0.7	-5	-12
45	0.6	-1.1	1	-1
46	-0.5	-1.0	0	-72
47	0.8	1.4	0	20
48	0.3	0.1	1	8
49	0.5	-0.8	3	-114
50	0.6	3.2	1	-19

More compounds follow.
#	Compound	Cl transport mod	Furin inhibitor	EBV gp42 block	TbHK1 inh	PPC-1+TRAIL kill
51	NC(CSS(=O)(=O)O)=NCCC12CC3CC(CC(O)(C3)C1)C2	-0.15	-17	-6	8	20
52	CCn1c(SCC(=O)Nc2cc(C)on2)nnc1-c1ccc(OC)cc1	0.12	-25	-22	-2	16
53	CCNC(=S)NCc1ccc2[nH]c(C)cc2c1	0.36	-5	3	1	-1
54	O=C(Nc1ccc(NC(=O)c2cccs2)c(Cl)c1)c1ccco1	-0.15	-24	-1	-5	10

#	TRPML3 ag	zfTRPN1 agonist	Thrombin inh	Calpain2 inh
51	0.7	-0.9	-5	0
52	-0.3	-0.1	-10	-24
53	-0.1	-0.8	-1	-19
54	0.2	-0.4	-12	-16

Some values from the entries so far.
Value for `O=C(CN1CCCC1)Nc1ccccc1Cl` under EBV gp42 block: -4
Value for `CC1(C)C([N+](=O)[O-])C(c2ccc(Cl)cc2)NC(c2ccc(Cl)cc2)C1[N+](=O)[O-]` (stereo not drawn) under Furin inhibitor: -13
